G6PDH CS: inhibits Leuconostoc G6PDH, flagging false hits in G6PDH-based assays; inhibition, % at 5 µM; Purified L. mesenteroides G6PDH, diaphorase/resazurin coupled fluorescence, 45 min; AID 1020; 200,000 tested, 0.12% active; in the data active means inhibition above about 50%
STAT3 act: activators of IL-6 induced STAT3 signaling | U3A cells, IL-6 STAT3-luciferase reporter, luminescence; 100% = signal with IL-6 EC80 alone | activation (% of control), % at 5.6 µM | 190,000 tested, 0.91% active | AID 871;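 active means activation above the screen-wide mean of compound activation plus 3 SD, cut at about 130% in these data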;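 further: 0% = background luminescence of wells with medium and substrate only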
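System – human U3A cells carrying STAT3-luciferase construct · Probe or stimulus – Interleukin-6, 33 ng/mL · Schedule – compound 1 h, then IL-6 6 h at 37 °C · Signal – luminescence from STAT3-driven luciferase reporter · Evaluation – percent of IL-6-only median luminescence · Benchmarks – IL-6-only high control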
Diaph inh CS: counter-screen for diaphorase-based assays: diaphorase inhibitors and chemical oxidizers | diaphorase resazurin-to-resorufin fluorescence, NADH, 16 min; bacterial (C. kluyveri) enzyme, not human | inhibition, % at 20 µM | 190,000 tested, 0.69% active;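 active means primary screen inhibition at 20 µM above a set limit, cut at about 50% in these data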;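 further: plate controls were DMSO with full reaction for no effect and wells lacking NADH for full effect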
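System: Bacterial diaphorase enzyme (C. kluyveri) | Incubation: 16-min room-temperature incubation before reading | Benchmarks: No-NADH positive control and DMSO neutral control | Measured by: Resorufin fluorescence 544/590 nm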
STAT1 inh: STAT1 signaling inhibition | NIH 3T3 STAT1-luciferase reporter, IFN-gamma, luminescence | inhibition, % at 5.5 µM | 200,000 tested, 0.35% active;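 active means inhibition above a set limit, the mean inhibition across all tested compounds plus 3 SD, cut at about 34% in these data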;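 further: 0% = IFN-gamma with DMSO and 100% = IFN-gamma with 300 µM nifuroxazide; values of inactives mirror those of a sister screen read the other way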
STAT1 activator: activators of IFN-gamma induced STAT1 signaling; NIH 3T3 STAT1-luciferase reporter, luminescence; 100% = IFN-gamma alone, no compound; activation (% of control), % at 5.5 µM; 200,000 tested, 2.6% active; AID 932;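 active means activation above the screen-wide mean activation plus 3 SD, cut at about 130% in these data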;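 further: raw ratio to IFN-gamma control signal so 100% means no change and 0% no light; values of inactives mirror those of a sister screen read the other way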
Hsp70 act: transcriptional activators of Hsp70 | HeLa Hsp70 promoter luciferase reporter, luminescence; scaled: vehicle 0, proteasome-inhibitor control 100% | activation, % at 10 µM | 200,000 tested, 0.04% active | AID 1203;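 active means activation above the mean across all tested compounds plus 3 SD, cutoff set per campaign, cut at about 5.5% in these data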;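 further: 100% = MG132 at 30 µM as the positive control and 0% = DMSO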
Diaph act CS: counter-screen for diaphorase-based assays: diaphorase activators and chemical reducers | Diaphorase/resazurin coupled assay, resorufin fluorescence, 16 min; stronger effect = higher value; 1 = vehicle wells, 0 = NADH-free wells | 190,000 tested, 0.005% active | activation factor at 20 µM;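 active means diaphorase activity raised at least twofold by the compound at 20 µM; inactive means activation factor below 2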
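Test system: Clostridium kluyveri diaphorase, purified enzyme; input: enzyme 0.07 U/mL final; buffer or medium: 50 mM HEPES pH 7.4 with 4.542 mM MgCl2, 0.005% Tween 20; also added: 0.114 mM NADH and 0.1 mM resazurin, final amounts; schedule: 16 min enzyme reaction, ambient temperature; technique: fluorescence of resorufin, 544 nm excitation, 590 nm emission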
APP transl inh: APP translation inhibition; SH-SY5Y APP 5'UTR-luciferase reporter, luminescence; inhibition, % at 2 µM; 190,000 tested, 0.82% active;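 active means inhibition above a set limit, derived from the sample mean plus 3 SD, cut at about 45% in these data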; further: values of inactives mirror those of a sister screen read the other way
STAT3 inh: STAT3 signaling inhibition. U3A cells, IL-6 STAT3-luciferase reporter, luminescence; host cell line lacks STAT1. 190,000 tested, 0.89% active. inhibition, % at 5.5 µM;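 active means inhibition above the mean inhibition across all screened compounds plus 3 SD, cut at about 44% in these data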;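 further: 0% = DMSO only wells and 100% = 100 µM nifuroxazide control wells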
TLR4 MyD88 comp: blocks binding of human TLR4 to MyD88; O00206+Q99836; HeLa CL3-4 TLR4/MyD88 BLA complementation, FRET ratio; inhibition, % at 8.4 µM; 200,000 tested, 0.18% active; AID 861; in the data active means inhibition above about 25%;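 further: 0% = vehicle and 100% = reference inhibitor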
Target sequence (O00206 whole entry, looked up): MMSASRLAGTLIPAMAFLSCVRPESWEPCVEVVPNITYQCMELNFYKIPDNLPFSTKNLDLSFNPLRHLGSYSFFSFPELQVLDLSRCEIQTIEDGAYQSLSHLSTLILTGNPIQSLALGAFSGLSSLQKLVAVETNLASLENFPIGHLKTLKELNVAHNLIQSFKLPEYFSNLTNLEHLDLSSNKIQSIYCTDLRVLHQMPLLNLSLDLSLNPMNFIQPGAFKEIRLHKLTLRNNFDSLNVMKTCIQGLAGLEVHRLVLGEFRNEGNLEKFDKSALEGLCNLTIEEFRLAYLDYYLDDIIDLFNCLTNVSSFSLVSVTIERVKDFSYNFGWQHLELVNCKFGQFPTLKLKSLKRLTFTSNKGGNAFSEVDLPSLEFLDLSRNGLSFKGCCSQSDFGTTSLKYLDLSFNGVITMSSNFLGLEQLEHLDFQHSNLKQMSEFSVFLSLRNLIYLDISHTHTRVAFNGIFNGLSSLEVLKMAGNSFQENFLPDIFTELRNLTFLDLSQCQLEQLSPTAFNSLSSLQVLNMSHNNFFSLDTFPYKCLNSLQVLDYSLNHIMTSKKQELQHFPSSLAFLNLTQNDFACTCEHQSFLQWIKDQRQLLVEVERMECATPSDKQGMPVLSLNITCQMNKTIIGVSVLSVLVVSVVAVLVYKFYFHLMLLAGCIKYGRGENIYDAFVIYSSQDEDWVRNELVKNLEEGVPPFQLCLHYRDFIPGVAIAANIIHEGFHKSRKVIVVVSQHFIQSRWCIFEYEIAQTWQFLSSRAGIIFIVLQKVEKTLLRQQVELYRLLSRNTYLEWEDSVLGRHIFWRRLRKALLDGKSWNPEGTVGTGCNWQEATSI
Target sequence (Q99836 whole entry, looked up): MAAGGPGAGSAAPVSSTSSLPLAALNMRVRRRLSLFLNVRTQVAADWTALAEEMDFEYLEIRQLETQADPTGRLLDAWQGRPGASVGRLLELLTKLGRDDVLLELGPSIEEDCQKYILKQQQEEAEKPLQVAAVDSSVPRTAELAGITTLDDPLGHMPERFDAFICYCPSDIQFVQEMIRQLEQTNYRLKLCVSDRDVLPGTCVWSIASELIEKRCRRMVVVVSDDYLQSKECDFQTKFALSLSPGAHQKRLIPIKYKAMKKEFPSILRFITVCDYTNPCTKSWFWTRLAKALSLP
Active calls of the source: *; . = no result given.

SMILES | G6PDH CS | STAT3 act | Diaph inh CS | STAT1 inh | STAT1 activator | Hsp70 act | Diaph act CS | APP transl inh | STAT3 inh | TLR4 MyD88 comp
CCCCNC(=O)CCn1c(=O)c2ccccc2n(CC(=O)NCCc2ccc(OC)c(OC)c2)c1=O | -1 | 98 | 10 | 14 | 87 | 0.0 | 0.9 | -2 | 10 | -7
COc1ccc(S(C)(=O)=O)cc1S(C)(=O)=O | 3 | 100 | 11 | -6 | 105 | -0.3 | 0.9 | 3 | 3 | 3
CC1Cc2ccccc2N1C(=O)Cn1c(=O)oc2cc(S(=O)(=O)N3CCCCC3)ccc21 (centres undefined) | 9 | 102 | 31 | 1 | 99 | 0.0 | 0.7 | 2 | 6 | -6
Cn1c(-c2nnn(-c3ccc(F)cc3)n2)cc2ccccc21 | 7 | . | -2 | -51 | 149* | 0.2 | 1 | -159 | . | -7
CCOC(=O)NC(CC(=O)O)c1ccc(OC)cc1 (centres undefined) | 2 | 102 | 12 | -13 | 112 | -0.1 | 0.9 | -29 | 2 | 2
COc1cc(NS(=O)(=O)c2ccc(NC(=S)NC(=O)COc3ccccc3OC)cc2)nc(OC)n1 | 5 | 103 | 24 | 4 | 96 | -0.2 | 0.8 | 3 | 2 | 3
O=C1C2C3CC(C(Br)C3Br)C2C(=O)N1c1ccccn1 (centres undefined) | 7 | 93 | 22 | 7 | 94 | -0.4 | 0.8 | -1 | 15 | -15
O=C(NCCOC(=O)c1ccc([N+](=O)[O-])cc1)c1cccnc1 | 1 | 99 | -4 | -2 | 100 | -0.1 | 1 | 2 | 8 | 8
Cc1cccc(NN=C2c3ccccc3-c3ccccc32)c1 | -12 | 97 | 13 | 5 | 96 | -0.4 | 0.9 | 16 | -2 | 6
COc1ccc(C2=NN(C(=O)CN3CCOCC3)C(c3nc4ccccc4[nH]3)C2)cc1 (centres undefined) | 4 | 108 | 5 | -35 | 133* | -0.1 | 0.9 | -122 | -10 | -14
C=CCNC(=S)Nc1sc2c(c1C(=O)OCC)CC(C(C)C)OC2 (centres undefined) | 12 | 101 | 15 | 1 | 99 | -0.1 | 0.9 | 5 | 4 | -9
CCOc1ccc(CCNC(=O)C2CCCN(S(=O)(=O)c3c(C)n[nH]c3C)C2)cc1OCC (centres undefined) | 10 | 107 | -2 | -7 | 107 | -0.1 | 1 | 2 | -4 | 18
COc1ccc(N(C)S(=O)(=O)c2cccc(C(=O)N(C)Cc3ccc(C)o3)c2)cc1 | 24 | 112 | 3 | 3 | 97 | -0.1 | 1 | -69 | -12 | -3
CCN(CC)C(=S)NC(=O)c1cccnc1 | 6 | 97 | 32 | 3 | 96 | -0.5 | 0.7 | -14 | 4 | 2
C[C@@H](C(=O)Nc1nc(-c2ccccn2)cs1)N1C(=O)C2CCCCC2C1=O (some centres undefined) | 15 | 117 | 17 | -3 | 103 | -0.4 | 0.8 | . | -22 | 0
COc1ccc(C(C(=O)NC(C)(C)C)N(Cc2cccs2)C(=O)CCC(=O)Nc2cc(C)on2)cc1 (centres undefined) | 14 | 98 | 12 | 8 | 87 | -0.5 | 0.9 | -8 | 6 | 0
O=C(O)c1ccccc1-c1nc2ccccc2n1-c1ccccc1 | 2 | 91 | 7 | 2 | 99 | 0.0 | 0.9 | 6 | 13 | -2
Cc1ccc(NC(=O)c2cc(N3C(=O)C4CCCCC4C3=O)ccc2N2CCOCC2)cc1 (centres undefined) | 14 | 103 | 6 | -7 | 105 | -0.3 | 0.9 | 7 | 1 | 12
Cc1ccc(CNC(=O)c2cc3c(s2)CN(Cc2ccccc2)C3)cc1 | 4 | 105 | -3 | -4 | 103 | 0.1 | 1 | 3 | 7 | -6
CCC(=O)N1CCc2cc(S(=O)(=O)NC(C(=O)NCc3ccc(C)cc3)C(C)C)ccc21 (centres undefined) | 1 | 106 | 4 | -3 | 102 | -0.1 | 1 | 2 | 0 | 5
Cc1ccc(C(=O)OC2CCOC2=O)cc1NC(=O)c1ccco1 (centres undefined) | -10 | 98 | 15 | 0 | 102 | -0.3 | 0.8 | 20 | 9 | 6
CCN(CC)C(=O)CSc1nc2ccccc2c(=O)n1CCC(=O)NCc1ccc(F)cc1 | 2 | 95 | 6 | 1 | 99 | -0.1 | 0.9 | -14 | 11 | -18
CCN(CC)S(=O)(=O)c1ccc(N2CCCCC2)c(NC(=O)c2ccncc2)c1 | -1 | 99 | 6 | 8 | 92 | -0.2 | 0.9 | -14 | 4 | -6
Cc1ccc(S(=O)(=O)N/N=C/c2cn(C)nc2C)cc1 | 0 | 96 | 8 | -2 | 102 | -0.3 | 0.9 | -7 | 5 | -4
COc1ccc(NC(=O)O/N=C/c2ccncc2)cc1 | -3 | 97 | 12 | -17 | 114 | 0.0 | 0.9 | 8 | 12 | -15
CCN(CC)CCN(C(=O)c1ccc([N+](=O)[O-])cc1)c1nc2ccc(OC)cc2s1 | 2 | 99 | 12 | 5 | 94 | -0.3 | 0.9 | -7 | 13 | -8
CC(C)c1csc(CN2CCN(Cc3ccccc3)C(CCO)C2)n1 (centres undefined) | 11 | 104 | -7 | 3 | 95 | -0.2 | 1.1 | 10 | -1 | 4
COc1cc2c(cc1O)[C@H](Cc1ccc(Oc3cc(C[C@@H]4NCCc5cc(OC)c(O)cc54)ccc3O)cc1)NCC2 | 14 | 98 | -12 | 6 | 95 | -0.4 | 1.1 | 19 | 0 | -1
NS(=O)(=O)c1ccc(NC(=S)NC2CCCC2)cc1 | -1 | 104 | 14 | 2 | 98 | -0.4 | 0.9 | -5 | -2 | -3
Cc1ccc(-c2nnn(CC(=O)N(Cc3cccs3)C(C(=O)NC3CCCC3)c3ccncc3)n2)cc1 (centres undefined) | -2 | 101 | 22 | 6 | 95 | -0.4 | 0.8 | -10 | 0 | 6
O=C(c1cccc2ccccc12)N1CCN(c2ccccc2F)CC1 | 15 | 98 | 6 | -1 | 101 | 0.1 | 0.9 | -3 | 4 | -4
CCOc1ccccc1N(CC(=O)NCCSc1ccccc1)S(C)(=O)=O | 0 | 100 | 14 | -1 | 100 | -0.3 | 0.9 | -10 | 1 | -6
Cc1ccccc1-c1nn2c(-c3ccccc3)nnc2s1 | 3 | 97 | 2 | -9 | 107 | -0.4 | 1 | 0 | 10 | -2
S=C(NCc1cccs1)Nc1cccc2ccccc12 | -3 | 107 | 16 | -1 | 101 | -0.1 | 0.8 | 14 | 2 | -20
O=c1[nH]c2ccc(NC(=S)Nc3ccccc3)cc2[nH]1 | 2 | 102 | 19 | -4 | 102 | -0.3 | 0.8 | -11 | 3 | -2
COc1ccc(CC(=O)N2N=C(C)CC2(O)c2cccnc2)cc1 (centres undefined) | 2 | 98 | -4 | -5 | 105 | -0.2 | 1 | -18 | 3 | 1
C#CCOCCOCCOCCNc1nc(N2CCN(C(=O)C(Cc3cc4ccccc4[nH]3)n3cc(C(N)Cc4ccc(O)cc4)nn3)CC2)nc(N2CCN(C(=O)C(Cc3cc4ccccc4[nH]3)n3cc(C(N)Cc4ccc(O)cc4)nn3)CC2)n1 (centres undefined) | 7 | . | -103 | 1 | 101 | 0.0 | 2* | 8 | . | -7
CC(=O)NC(Cc1ccccc1C)C(=O)NC1CCN(C(=O)c2cccc(C)c2)CC1 (centres undefined) | 14 | 100 | 17 | -1 | 100 | -0.1 | 0.8 | -11 | 7 | 12
Cc1cc(CNC(=O)Cn2nc(C)c([N+](=O)[O-])c2C)c2ccccc2n1 | 0 | 101 | 4 | -3 | 101 | -0.3 | 1 | 23 | 0 | -1
Cc1cc(C)cc(C(=O)NCC(=O)OCC(=O)N2CCN(S(=O)(=O)c3ccc4ccccc4c3)CC2)c1 | 5 | 104 | 5 | 3 | 98 | -0.5 | 0.9 | -6 | -2 | 1
CC[n+]1c(/C=C2/C=C(C)CC(C)C2)sc2ccccc21 (centres undefined) | 5 | 86 | 39 | 29 | 71 | -0.3 | 0.6 | 9 | 19 | -2
CCOc1ccccc1N1CCN(S(=O)(=O)CC)CC1 | 5 | 113 | 18 | -6 | 107 | -0.3 | 0.8 | -16 | -9 | 10
CCCc1cc(C(=O)Nc2sc3c(c2C(=O)OCC)CCCC3)no1 | -22 | 113 | 12 | 4 | 96 | -0.2 | 0.9 | -3 | -10 | 7
O=C(O)C1CCCCC1C(=O)OCCCCOC(=O)C1CCCCC1C(=O)O (centres undefined) | 1 | 99 | 9 | -1 | 101 | -0.2 | 0.9 | -6 | 3 | -15
CCOC(=O)Cn1nc(-c2ccc(Cl)cc2)ccc1=O | 7 | 101 | 10 | 6 | 95 | 0.1 | 0.9 | -16 | 0 | -12
O=C(CCN1C(=O)c2ccc([N+](=O)[O-])cc2C1=O)Nc1cccc(O)c1 | 8 | 99 | 20 | 8 | 93 | 0.0 | 0.8 | -2 | -4 | -10
COc1cccc(NC(=O)COC(=O)c2c3c(nc4ccccc24)CCC(C)C3)c1 (centres undefined) | 0 | 85 | 30 | 2 | 98 | -0.4 | 0.7 | -18 | 21 | -14
O=C(Cn1nnc(-c2ccccc2)n1)N/N=C/c1ccco1 | 7 | 101 | 14 | -3 | 101 | 0.1 | 0.9 | -3 | 3 | 3
COc1ccc(C(C)C)cc1S(=O)(=O)N1CC(C)OC(C)C1 (centres undefined) | 14 | 98 | 14 | -11 | 108 | -0.1 | 0.9 | -24 | 8 | -3
COc1cc(C(C(=O)NC2CCCCC2)N(C(=O)Cc2c[nH]c3ccccc23)c2ccc(C)cc2)cc(OC)c1OC (centres undefined) | 8 | 118 | 19 | -9 | 108 | -0.1 | 0.8 | -18 | -25 | 3
Cc1ccc(OCC(=O)NNC(=O)C(C)Sc2ncnc3sc(C)c(C)c23)cc1 (centres undefined) | 22 | 99 | 8 | 5 | 96 | 0.0 | 0.9 | 12 | 7 | -3

Another view of some results above:
Each structure is followed by: G6PDH CS, STAT3 act, Diaph inh CS, STAT1 inh, STAT1 activator, Hsp70 act, Diaph act CS, APP transl inh, STAT3 inh, TLR4 MyD88 comp
Cc1ccc(NC(=O)c2cc(N3C(=O)C4CCCCC4C3=O)ccc2N2CCOCC2)cc1 (centres undefined)
  14, 103, 6, -7, 105, -0.3, 0.9, 7, 1, 12
Cc1ccc(CNC(=O)c2cc3c(s2)CN(Cc2ccccc2)C3)cc1
  4, 105, -3, -4, 103, 0.1, 1, 3, 7, -6

Screens deposited in PubChem by several laboratories.
